# Assay outcomes from PubChem BioAssay.
# Nrf2 ARE act: qHTS of Nrf2 Activators. AREc32 ARE-luciferase reporter (MCF7-derived line), luminescence, 24 h. 0.31% of 410,000 active. AID 624171, 2012. Potency, µM (titrated, usually from 46.1 µM), for the others: top-dose activation, usual class: activators; also: potency is read from the fitted curve at half-maximal effect; % of control where 0% means no effect; nearly all actives have a fitted effect of over 65% in size
#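 AREc32 cells carrying an ARE-driven firefly luciferase reporter were seeded at 1000 cells/well in OPTI-MEM with 5% FBS, then exposed to compound for 24 hr at 37 deg C. Luminescence was read with Steady-Glo after 30 min at RT.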
# Akt phos inh: HTS Assay for Inhibitors of Akt Phophorylation: Primary Screen; Neuro2A IGF-stimulated pAkt S473 HTRF, 20 min; active compounds read low; activity change, % for hits at 50 µM; 0.32% of 360,000 active; in the data active = activity change below about -80%; inconclusive = mostly about -51% to -80%; also: % is scaled to controls: 0 for no effect and ±100 for the full control effect
#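 Neuro2A cells in DMEM with 0.5% FBS, overnight at 37 deg C, given compound at single 50 µM final, then IGF (6 nM final) for 20 min at 37 deg C. Lysed; phospho-Akt Ser473 by HTRF after 24 h, 665/615 ratio.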
# A549 tox: Nrf2 qHTS screen for inhibitors: counterscreen for cytotoxicity; 0.16% of 390,000 active; Potency, µM (highest dose often 46 µM), for the others: top-dose activity change, negative = cytotoxicity, most hits filed as inhibitors; A549 ARE-Fluc cells, CellTiter-Fluor viability, 18-24 h; also: potency is read from the fitted curve at half-maximal effect; % is scaled to controls: 0 for no effect and ±100 for the full control effect
#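 Cytotoxicity counterscreen: CellTiter-Fluor fluorescence was measured in A549 ARE_Fluc cells after 18-24 h of compound exposure in a concentration series. The subsequent BugLite luminescent read reports ARE-luciferase activity.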
# S2 tox: Viability Counterscreen for Primary qHTS for Inhibitors of ATXN expression; S2 cells (HEK-293 line with an ATXN2-luciferase reporter) viability, CellTiter-Fluor protease fluorescence, 24 h; Potency, µM (titrated, usually from 56.7 µM), hits mostly cytotoxic; 0.49% of 400,000 active; AID 651635, 2014; also: potency is read from the fitted curve at half-maximal effect; nearly all actives have a fitted effect of over 40% in size
# TGFb inhibitor: qHTS for Inhibitors of TGF-b | 1.2% of 410,000 active | AID 588855, 2011 | HepG2 CAGA-GFP TGF-b/SMAD3 reporter, GFP fluorescence, 18 h; TGF-beta stimulated, 500 pg/mL final | Potency, µM (titrated, usually from 46.1 µM), without a hit: at the top dose activity, negative = inhibition, most hits filed as inhibitors; also: potency is read from the fitted curve at half-maximal effect; % is scaled to controls: 0 for no effect and ±100 for the full control effect; nearly all actives have a fitted effect of over 65% in size
#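 Inhibition of TGF-beta-driven CAGA-GFP reporter expression in HEPG2 cells is measured by cellular GFP fluorescence after 18 h stimulation with 500 pg/mL recombinant TGF-beta in 1% FBS medium at 37 degrees C.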
# Nrf2 block: Nrf2 qHTS screen for inhibitors; Potency, µM (top dose mostly 46 µM), without a hit: at the top dose activity change, negative = inhibition, usual class: inhibitors; AID 504444, 2011; 2.1% of 360,000 active; A549 ARE-Fluc reporter, luciferase luminescence, 18-24 h; also: potency is read from the fitted curve at half-maximal effect; % is scaled to controls: 0 for no effect and ±100 for the full control effect; nearly all actives have a fitted effect of over 60% in size
#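 A549 ARE_Fluc cells (5000/well, 5% FBS OPTI-MEM) pre-incubated 2 h, then treated with compounds 18-24 h at 37C/5% CO2 in concentration-response. CellTiter-Fluor viability read first; BugLite luciferase luminescence after 15 min at room temperature gives Nrf2 activity.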
# MmCpn inh: Inhibitors of TCP-1 ring complex (TRiC) of Methanococcus maripaludis (MmCpn): qHTS | Chaperonin Mm-Cpn (Methanococcus maripaludis) | purified Mm-Cpn ATPase, ADP Transcreener TR-FRET | Potency, µM (series often up to 76.9 µM), for inactives: top-dose activity, negative = inhibition, most hits filed as inhibitors | 0.031% of 330,000 active; also: potency is read from the fitted curve at half-maximal effect; % is scaled to controls: 0 for no effect and ±100 for the full control effect; nearly all actives have a fitted effect of over 80% in size
#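 ATPase turnover read by TR-FRET ADP competition (Eu cryptate antibody/ADP-d2, 665/590 nm): 10uM ATP final, 25nM Mm-CPN final, 30 min 37degC after 10-min compound preincubation, pH 7.4 Tris/KCl/MgCl2/DTT buffer.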
# HepG2 tox: qHTS for Inhibitors of TGF-b: Cytotox Counterscreen; HepG2 CAGA-GFP viability, ATP luminescence, 18 h; 0.76% of 410,000 active; Potency, µM (titrated, usually from 46.1 µM), for the others: at the top dose activity change, negative = cytotoxicity, most hits filed as cytotoxic; also: potency is read from the fitted curve at half-maximal effect; some results filed as inactive show a strong effect at the top dose
#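 CellTiter-Glo luminescence gave cytotoxicity after 18 hours at 37 degrees C. The cells were HepG2 CAGA-GFP in 1% FBS DMEM, stimulated with 500 pg/mL TGF-beta after compound addition. %Activity was normalised to no-cell wells (complete cell-killing) and DMSO (no toxicity), and curves were fitted and classified.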
# CCT chaperon mod: High-Throughput Screening for Modulators of Cytosolic Chaperonin Activity; purified chaperonin ATPase assay, HTRF ADP detection, 30 min; 0.3% of 360,000 active; activity change, % (test concentration not listed), hits read low; in the data active = activity change below about -30%; also: % is scaled to controls: 0 for no effect and ±100 for the full control effect
#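 TRiC (40 or 20 nM final, by batch activity) in 30 mM Tris pH 7.4, 100 mM KCl, 5 mM MgCl2, 1 mM DTT was treated with compound at 76 uM single dose, then 10 uM ATP, 30 min at 37 °C. ADP was read by HTRF Transcreener.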
# Active calls of the source: *; i = inactive; ? = inconclusive; / = not tested or not shown; & = joins results of further samples; [ ] = remark or other dose. Unless noted, calls follow the shape of the dose curve; as a rule, active = well fitted curve in the direction sought with a large enough effect; inconclusive = small, poorly fitted or top-dose-only effect, or another doubt; inactive = no such curve, though single readings can be large; an effect the other way counts as inactive or inconclusive. Compounds were not picked by outcome; overall some 4.4% were active at least once.
# Every second line gives: Nrf2 ARE act, Akt phos inh, A549 tox, S2 tox, TGFb inhibitor, Nrf2 block, MmCpn inh, HepG2 tox, CCT chaperon mod
O=C(O)CCCC(=O)Nc1ccc2c(c1)oc1ccccc12
  -1.1%, i, 3%, i, 19%, 1%, 1%, 27%, -1.6
O=c1c2[nH]c3ccc(F)cc3c2ncn1CC1CCCO1 (stereo unspecified)
  0.4%, i, 0%, i, 4%, 13%, -2%, 9%, 0.8
c1ccc(CN2CCN(c3nc4ccccc4n4cnnc34)CC2)cc1
  -0.5%, i, -1%, i, -6%, -23%, 2%, 1%, -0.3
ON=C1C2CC=C(c3ccccc3)C1CCC2 (stereo unspecified)
  3.3%, i, -6%, i, 3%, 8%, /, -35%, -1.6
CCOC(=O)C1CCN(S(=O)(=O)c2cc3c4c(c2)C(C)C(=O)N4CCC3)CC1 (stereo unspecified)
  -0.9%&-0.5%, i, 0%&-1%, i, -2%&19%, 14%, -2%, 5%&6%, 1.5
COc1ccc(C(=O)O)cc1S(=O)(=O)NCCc1ccccn1
  -0.2%, i, 1%, i, 11%, -3%, 3%, 8%, -1.1
Cc1ccc(NC(=O)CSc2nc(=O)n(CCN(C)C)c3c2CCCC3)cc1Cl
  20%, i, -19%, i, 13%, -2%, -3%, -41%, -3.2
COc1ccc(C(=O)Nc2c(C(=O)c3ccccc3)oc3ccccc23)cc1
  -2.3%, /, 0%, i, 8%, -11%, /, -12%, /
CCCc1nc(-c2cc3cc(C)ccc3[nH]c2=O)no1
  0.0%, i, 13%, i, -1%, -7%, 2%, -21%, -2.5
CN=C(NC1CCCCC1)c1ccc(Cl)cc1
  -0.9%, i, 0%, ?, 9%, 7%, ?, -3%, -3.4
COc1ccc(/C=C/C(=O)Nc2nc3n(n2)C(c2ccccc2)C=C(c2ccc(Cl)cc2)N3)cc1 (stereo unspecified)
  6.3%, /, 0%, i, -5%, -4%, /, -14%, /
Cc1cccc2c(=O)cc(CSc3ccccc3NC(=O)C(C)C)[nH]c12
  4.3%, /, -1%, i, -19%, /, /, -3%, /
Cc1ccc(/C(O)=C2/C(=O)C(=O)N(Cc3ccco3)C2c2cccs2)cc1 (stereo unspecified)
  0.0%, i, 1%, i, -4%, -7%, -3%, -10%, -0.5
COc1ccc(CCNC(=O)Cn2c([N+](=O)[O-])cnc2C)cc1OC
  -0.4%, i, 1%, i, 9%, 12%, 0%, -1%, 0.2
OCCN=Cc1c(O)[nH]c2ccccc12
  0.1%, i, 0%, i, 10%, 16%, 0%, 0%, -3.5
CN(C)CCCNc1cc(C(C)(C)C)nc2c(-c3ccccc3)cnn12
  5.0%, i, 15%, i, ?, ?, -2%, -83%, -0.2
Cc1ccccc1OC(C)C(=O)NCCCN1CCOCC1 (stereo unspecified)
  0.3%, i, 10%, i, -2%, 8%, 2%, 2%, -0.7
Cc1cc(S(=O)(=O)N2CCCCC2)ccc1OCC(=O)N1CCOCC1
  -0.2%, i, 0%, i, 8%, 3%, -2%, -25%, -2.7
COc1ccc(Cl)cc1NC(=O)COC(=O)CC(C)(C)CC1=NS(=O)(=O)c2ccccc2N1
  3.7%, /, 1%, i, ?, /, /, -37%, /
COc1ccc(N(CC(=O)N2CCN(C)CC2)S(=O)(=O)c2cc(C)ccc2OC)cc1Cl
  -0.2%, i, -1%, i, 0%, 3%, -3%, -1%, -0.5
O=C(Nc1ccccc1-c1nc2ccccc2s1)c1ccco1
  19%, i, -1%, i, -10%, 4%, -11%, -43%, 1.3
COc1ccc(Cl)cc1NC(=O)CCc1nc(-c2ccccc2F)no1
  3.6%&18%, i, -1%&-6%, i, 3%&-25%, ?, 0%, -3%&-21%, -2.6
C=CCn1c(SCC(=O)Nc2c(C)nn(Cc3ccccc3)c2C)nnc1C(O)c1ccccc1 (stereo unspecified)
  -0.4%, i, 4%, i, -4%, -21%, 0%, 2%, 0.2
COc1ccc(Cc2nnc(NC(C)=O)s2)cc1
  4.1%, i, 5%, i, 10%, 3%, 0%, 4%, -1.2
CCCCOc1ccc(C(=O)Nc2ccc(SC(F)F)cc2)cc1OC
  1.7%, i, -26%, ?, -5%, -23%, -1%, -6%, -2.3
COc1cc(OC)cc(C(=O)NNC(=O)CCNC(=O)c2ccc(Br)cc2)c1
  -0.2%, i, -6%, i, 0%, -5%, -4%, -9%, 1.3
O=C(Nc1nncs1)c1cc(S(=O)(=O)N2CCCCC2)ccc1Cl
  -0.1%, i, -1%, i, 4%, 7%, 1%, 27%, -0.2
CCn1c(-c2ccco2)n[nH]c1=S
  0.3%, i, -5%, i, -7%, 3%, -17%, 20%, 0.4
CC(C)N(Cc1nc(COc2ccccc2)no1)Cc1nccn1C
  4.6%, i, 5%, i, -8%, 0%, 1%, -13%, 1.5
CN(C)CCCNC(=S)N(Cc1cccs1)Cc1cc2cc3c(cc2[nH]c1=O)OCCO3
  -0.4%, i, -11%, i, -14%, ?, 0%, -13%, -3.3
CCc1ccc(CN2C(=O)c3ccccc3C2C(=O)NC(C)CC)cc1 (stereo unspecified)
  -0.7%, i, 8%, i, -4%, 3%, -7%, -4%, -1.1
Cc1ccc(S(=O)(=O)C2(C(=O)Nc3ccc4c(c3)OCO4)CC2)cc1
  -0.4%, i, -5%, ?, -4%, 25%, 1%, -6%, -1.8
COCCNC(=S)NC12CC3CC(CC(C3)C1)C2
  -1.1%, i, 4%, i, -13%, 3%, 1%, -21%, -0.3
O=C(NC1CCCCC1)C(c1cccnc1)N(C(=O)CCl)c1ccc(F)cc1 (stereo unspecified)
  ?, i, -21%, 6.3µM*, ?, 18µM*, -1%, -76%, -1.4
O=C(Oc1ccc(/C=N/O)cc1)c1ccccc1
  0.9%, i, 4%, i, -25%, -9%, 0%, -7%, -1.4
CC1=CC(=O)C(C(C)=Nc2ccccc2Cl)C(=O)O1 (stereo unspecified)
  -0.4%, i, 0%, i, 6%, -7%, 1%, 10%, 1.8
CC(C)CN(C(=O)c1nn(C)c(=O)c2ccccc12)c1nc2ccccc2s1
  2.6%, i, -1%, i, -10%, -20%, 1%, -1%, 2.5
O=C(Nc1cccc(O)c1)c1cc2nc(-c3ccccc3)cc(-c3ccccc3)n2n1
  2.2%, i, -9%, i, -19%, -22%, -3%, -34%, -0.9
COc1cccc(CNc2cccc(C(F)(F)F)c2)c1O
  0.8%, i, 0%, i, -15%, 3%, 1%, -3%, -0.6
Cc1ccc(-c2cc(NC(=O)COc3ccc(Cl)cc3C)on2)cc1
  4.6%, /, 4%, i, -3%, ?, /, -28%, /
c1ccc(C(c2ccccc2)c2nc(-c3cccnc3)no2)cc1
  0.0%, /, 1%, i, 6%, -2%, -4%, -5%, -1.0
COc1ccc(S(=O)(=O)Nc2cccc3ccc(O)cc23)cc1
  0.5%, i, -1%, ?, ?, 3%, /, 4%, -1.0
CS(=O)(=O)c1cnc(-c2ccccc2)nc1-c1ccc(Cl)c(Cl)c1
  0.1%, i, -3%, i, 10%, ?, 0%, 1%, -2.1
COc1cnc(-c2ccccc2)nc1Oc1ccccc1C
  0.0%, i, -6%, i, -2%, /, 3%, -17%, -1.7
CC(C)(C)C#CCn1c(/C=[N+](\[O-])C2CCCCC2)nc2ccccc21
  -0.2%, i, 0%, ?, ?, ?, 2%, -27%, -2.0
CC(C)c1ccccc1NC(=O)CSc1n[nH]c(=O)n1C1CC1
  -0.9%, i, -7%, i, 2%, ?, 0%, 1%, -0.6
O=C(NCCn1cccn1)c1ccc(OC2CCN(CCc3ccccc3)CC2)cc1
  -0.5%, i, 1%, i, 2%, 4%, 0%, -3%, 2.5
Cc1ccc2c(c1)c1c(n2C)C(=O)CCC1
  0.6%, i, -11%, i, -14%, 2%, -3%[15.4 µM], 2%, 0.2
COc1ccc(Br)cc1[C@@H]1Nc2ccc(C(=O)O)cc2[C@@H]2C=CC[C@@H]21
  0.8%, /, 6%, i, 39%, 3%, /, -16%, /
CC1(C)Cc2c(sc(NC(=O)C(=O)N3CCOCC3)c2C(N)=O)CO1
  -1.1%, i, 1%, i, 1%, 1%, -1%, 12%, -0.7
CCO[C@@H]1OC(C(=O)N2CCOCC2)=C[C@H](c2coc3ccccc3c2=O)[C@H]1CCCO
  2.9%, i, 4%, i, 0%, ?, /, -9%, 1.2
Cc1ccccc1N1CCN(S(=O)(=O)c2nnc(NC(=O)c3ccc(F)cc3)s2)CC1
  -0.3%, i, -1%, i, -7%, 8%, -7%, -4%, 0.9
Fc1cccc(Cc2noc(CN3CCN(c4cnccn4)CC3)n2)c1
  0.4%, i, 6%, i, -5%, 1%, -1%[15.4 µM], -3%, -1.6
O=C(CCCn1c(=S)[nH]c2ccc(Br)cc2c1=O)N1CCN(c2ccccn2)CC1
  -0.2%, i, ?, i, 8%, ?, 1%, -13%, -4.5
Cc1cccc(OCC(=O)N(Cc2ccc(N(C)C)cc2)Cc2ccco2)c1C
  -1.6%, /, -12%, /, /, ?, /, -40%, /

# 3 compounds from above, arranged by the value under TGFb inhibitor, high to low.
SMILES | Akt phos inh | TGFb inhibitor | MmCpn inh | CCT chaperon mod
O=C(CCCn1c(=S)[nH]c2ccc(Br)cc2c1=O)N1CCN(c2ccccn2)CC1 | i | 8% | 1% | -4.5
c1ccc(C(c2ccccc2)c2nc(-c3cccnc3)no2)cc1 | / | 6% | -4% | -1.0
CC(C)c1ccccc1NC(=O)CSc1n[nH]c(=O)n1C1CC1 | i | 2% | 0% | -0.6
